Statin myotox sup: suppressors of statin myotoxicity in C2C12 myotubes, primary screen, cell-based, single point, plate reader | C2C12 myotubes + simvastatin, ATP luminescence, 48 h; scaled: DMSO 0, geranylgeraniol control 100 | rescue of ATP level, % at 7.49 µM | hit rate 0.78% among 330,000 | AID 602340, 2012;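 active means mean ATP rescue above about 67%, or every replicate alone reaching that limit, limit read from the data, passing the limit was not always enough; inconclusive means no clear call, values can overlap the other calls; inactive means mean under the limit and some replicate under it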;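 further: myotubes were challenged with 10 µM simvastatin during compound exposure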
ARNT-TACC3 inh: disruptors of ARNT/TACC3 protein interaction, primary screen, biochemical, AlphaScreen, single concentration; hit rate 0.66% among 390,000; AID 623870, 2012; inhibition, % at 9.99 µM; Transforming acidic coiled-coil-containing protein 3 (Homo sapiens), Q9Y6A5; AlphaScreen His-ARNT PAS-B/GST-TACC3 binding, luminescence; TACC3 fragment carries E629A point mutation;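 active means mean inhibition of replicates at least 50% and at least half of replicates each reaching 50%; inconclusive means half or more replicates reach 50% but mean below 50%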;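 further: 0% = complete ARNT plus TACC3 wells and 100% = ARNT alone without TACC3; many hits fall short of the cut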
INS-1E GSIS act: GLuc luminescence reporter in INS-1E cells, primary screen for activators of glucose-dependent secretion of insulin. INS-1E GLuc reporter insulin secretion, 2-3 h. activation, % at 16.6 µM. hit rate 0.61% among 370,000. AID 743287, 2014;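 active means lowest replicate activation of at least 40%, so every replicate reaches that level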;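 further: 0% = median of neutral control wells and 100% = median of IBMX positive control wells; some compounds called inactive have numbers as strong as hits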
PAX8 reporter: inhibitors of PAX8-driven TPO luciferase reporter, primary screen, RMG-I cells, single concentration; inhibition, % at 12.6 µM; hit rate 1.2% among 360,000; AID 652154, 2013; SteadyGlo, 24 h;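 active means mean replicate inhibition at least 60% with every replicate also reaching 60%; inconclusive means only one of the two criteria is met; inactive means mean below 60% and not all replicates reaching 60%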;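 further: luciferase light reporting Pax8 driven TPO promoter activity; plate controls were median of neutral control wells for no effect and mitoxantrone controls for full effect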
PGC1a acetyl inh: inhibitors of PGC1a acetylation signal, primary screen, cell-based, U2OS, AlphaScreen, inhibitor mode | AlphaScreen anti-acetyl-lysine; with virally co-expressed GCN5 acetyltransferase | inhibition, % at 15.6 µM | hit rate 0.17% among 350,000 | AID 651687, 2012;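 active means every replicate shows inhibition of at least 40%; inconclusive means mean inhibition at least 40% but some replicate below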;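 further: 0% = neutral control wells and 100% = positive control wells; some results beyond the cut were filed as inactive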
PglD inh: C. jejuni PglD acetyltransferase inhibitors, primary screen, biochemical, DTNB colorimetric, single point; UDP-N-acetylbacillosamine N-acetyltransferase PglD (Campylobacter jejuni); purified PglD enzyme, DTNB colorimetric CoA detection; hit rate 0.098% among 360,000; AID 602405, 2012; inhibition, % at 12.5 µM; in the data active means inhibition above about 16%, passing the limit was not always enough; inconclusive means no clear call, values can overlap the other calls; further: strong numbers were not always called active
Cneo AK release: Cryptococcus neoformans cell lysis inducers, primary screen, AK release luminescence, single concentration; C. neoformans lysis, adenylate kinase release luminescence, 4 h; normalised: neutral wells 0, clomiphene wells 100; lysis activity, % at 15 µM; AID 651654, 2012; hit rate 0.2% among 360,000;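 active means mean lysis activity across replicates of at least 80%, whatever share of replicates individually reach that level; inactive means mean lysis activity below 80%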
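Material: C. neoformans cells; Schedule: 4 h static compound exposure, 37 °C, read 1 h post-reagent; Measured by: adenylate kinase release luminescence; Read-out: signal increase indicating cell lysis; Controls: Clomiphene as positive lysis control.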
LGR2 antag: inhibitors of bursicon-induced LGR2 CRE-luciferase signal, primary screen, cell-based, HEK293, CRE-luciferase reporter, bursicon stimulation | Drosophila bursicon receptor LGR2 (rickets) | bursicon-stimulated, 4 h | inhibition, % at 9.99 µM | hit rate 0.35% among 380,000;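 active means drop in luminescence signal, shown as inhibition above about 50% in the replicate tests, limit read from the data, passing the limit was not always enough; inconclusive means probably only some replicates passing the limit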;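 further: agonist challenge used bursicon conditioned medium at about half maximal strength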
An asterisk follows results filed as active; ? = inconclusive; . = no result given.

structure	Statin myotox sup	ARNT-TACC3 inh	INS-1E GSIS act	PAX8 reporter	PGC1a acetyl inh	PglD inh	Cneo AK release	LGR2 antag
CCS(=O)(=O)Nc1ccc(C2=NN(C(=O)c3ccccc3)C(c3cccs3)C2)cc1 (configuration not stated)	-1	4	-14	1	-12	4	0	2
CS(=O)(=O)N(CC(=O)NCCSCc1ccccc1)c1ccccc1	2	.	-7	5	-4	-3	-1	5
Cc1noc(C)c1COC(=O)c1ccccc1Oc1ccccc1	-8	-8	.	4	-22	-1	-1	.
Cc1cc(C)cc(NC(=O)Cn2c(=O)oc3cc(S(=O)(=O)N4CC(C)CC(C)C4)ccc32)c1 (configuration not stated)	0	2	-9	12	2	-4	-1	2
O=C(O)C(Cc1ccccc1)N1Cc2ccccc2C1=O (configuration not stated)	.	-2	.	-3	-5	-4	0	.
COc1ccc(C(C)(C)C)cc1NC(=O)CCn1[nH]c(=O)ccc1=O	6	-3	-10	-3	5	-1	-1	9
CN[C@H]1C[C@H]2c3[nH]c4ccc(-c5ccc(OC)cc5)cc4c3CCN2C(=O)[C@H]1[C@H](C)O	-13	.	10	29	7	-2	3	-6
COc1ccc(-c2cc(C(=O)N3CCN(C(c4ccccc4)c4ccccc4)CC3)no2)cc1	.	-3	31	.	-17	-3	4	5
O=C(c1ccc2c(c1)N(Cc1ccccc1)CCS2)N1CCOCC1	55	-1	-3	15	.	-1	7	0
O=C(Nc1cccc(S(=O)(=O)N2CCCCC2)c1)Nc1ccc(Cl)cc1Cl	.	-5	-18	37	.	.	.	39
N#C/C(=C/c1ccccc1)C(=O)OCC(=O)Nc1ccccc1[N+](=O)[O-]	7	1	-22	4	2	-2	0	-7
O=C(NCC(c1ccco1)N1CCN(c2ccccc2)CC1)c1ccco1 (configuration not stated)	4	-2	.	.	-4	-1	1	.
Fc1ccc2c(c1)C(c1ccncc1)=NNC(c1cccnc1)=N2	2	-4	.	.	.	-10	0	.
C=CCSC1=N/C(=C/c2ccsc2)C(=O)N1c1ccccc1	.	-15	-3	30	.	.	.	-2
CN(C)c1ccc(C(=O)C(=O)c2ccccc2)cc1	2	8	20	-70	.	.	.	-39
CCCC#Cc1cnc2c(c1)C(=O)N([C@H](C)CO)C[C@H](C)[C@H](CN(C)C(=O)Nc1ccccc1F)O2	15	-3	-28	.	-5	4	2	7
Cc1[nH]n(-c2ccccc2)c(=O)c1N=Nc1ccccc1C(=O)N1CCCCC1	-59	4	3	14	0	1	1	1
O=C(CSc1nnc(-c2ccncc2)n1-c1ccccc1)N1CCN(c2ccc(Cl)cc2)CC1	.	3	.	3	.	2	-6	.
Cc1cccc(Cn2c(=O)n(Cc3ccco3)c(=O)c3ccccc32)c1	35	-8	.	.	-16	3	-2	.
CN1C(=O)c2cc(NC(=O)c3ccccc3)ccc2OC[C@H]2O[C@H](CC(=O)O)CC[C@@H]21	15	-20	4	-1	3	-4	-4	-9
C[C@@H]1CN([C@@H](C)CO)C(=O)c2cc(C#CC3CCCCC3)cnc2O[C@H]1CN(C)C(=O)Cc1ccccn1	31	7	-11	22	-21	-4	-3	-19
COc1ccc(-c2nc(NC(=O)c3c(C)noc3C)sc2C)cc1	3	2	-3	.	.	0	5	-8
COc1cc(CCC(=O)Nc2nccs2)cc(OC)c1OC	-1	2	14	-17	1	2	0	-6
Cc1ccc(S(=O)(=O)NCc2csc(C)n2)cc1	9	-13	16	-13	-4	2	3	-34
COc1ccc(-c2nn(-c3ccccc3C)cc2CNCCc2cnc[nH]2)cc1F	21	11	4	15	-7	-8	0	-18

structure	Statin myotox sup	ARNT-TACC3 inh	INS-1E GSIS act	PAX8 reporter	PGC1a acetyl inh	PglD inh	Cneo AK release	LGR2 antag
O=C(NCCCCc1ccccc1)Nc1ccc(F)cc1F	-5	.	-14	-35	.	3	0	2
C[C@@H]1CN([C@H](C)CO)C(=O)c2cc(NC(=O)Nc3ccc(F)cc3)ccc2O[C@@H](C)CCCCO[C@@H]1CN(C)Cc1ccc(C(F)(F)F)cc1	.	-7	2	93*	-12	-3	38	0
O=C1c2ccccc2C(=O)N1OCCOCCOCCBr	8	-4	-16	.	-2	-2	-3	-7
Cn1cc(CNC(=O)Nc2ccc3c(c2)OCO3)cn1	-14	5	11	-44	-3	-3	-1	.
O=C(NC1CC1)C1Nc2ccc(OC(F)(F)F)cc2C2C=CCC12 (configuration not stated)	8	-9	-9	-231	2	-3	-4	-63
Cc1ccccc1OCCC(=O)Nc1ccc(N2CCOCC2)cc1N1CCOCC1	25	6	-10	10	5	-2	-4	7
OC(c1ccc(Cl)cc1)c1ncc(-c2cccc(C(F)(F)F)c2)[nH]1 (configuration not stated)	-17	.	-3	21	.	-4	1	8
O=C(CSc1nc(-c2ccccc2)cs1)N1CCc2ccccc21	12	-7	.	.	.	7	-3	.
CC(NC(=O)C1CCN(C(=O)c2ccc(F)cc2)CC1)c1ccc(-n2ccnc2)cc1 (configuration not stated)	-2	-2	1	-12	3	4	-1	-10
Clc1cc(Cl)c2nc(N3CCCCC3)sc2c1	-8	1	.	-245	-7	0	-13	.
CCN1C(=O)[C@@H]2[C@@H](c3ccc(-c4ccccc4)cc3)N3CCC[C@@]3(C(=O)OC)[C@@H]2C1=O	7	2	-4	-5	-4	2	-2	10
CC(C(=O)N1CCN(C(=O)c2ccco2)CC1)n1sc2ccccc2c1=O (configuration not stated)	-13	-7	1	12	.	3	-1	11
Cc1ccc(-c2cc(C(=O)NN)n[nH]2)o1	.	.	.	-20	3	-5	-3	.
COc1ccc(Cl)c(CNC[C@H]2O[C@@H](n3cnc(C(N)=O)n3)[C@H](O)[C@@H]2O)c1	-3	.	27	-21	14	8	21	-8
C/C(=N\NC(=O)COc1ccc(C(C)(C)C)cc1)c1ccc(-n2ccnc2)cc1	-8	-3	-32	-36	1	-7	-1	-46
CN1C(=O)N(c2ccccc2)C(Nc2nncs2)C1(C)C (configuration not stated)	3	-3	.	.	7	11	1	.
Cn1nc(C(F)(F)F)c(-c2cccc(C(F)(F)F)c2)c1NC(=O)Nc1ccc(F)cc1	.	.	-9	-2	-28	0	5	-7
C=CCn1c(C)cc(C(=O)COC(=O)c2n[nH]c(=O)c3ccccc23)c1C	13	-11	7	-69	-2	3	0	-5
C=CCn1c(SCc2cc(=O)n3ccsc3n2)nc2cc(Cl)ccc2c1=O	.	1	11	11	.	.	.	-2
C[C@H]1CCCCO[C@H](CN(C)CC2CCCCC2)[C@@H](C)CN([C@@H](C)CO)C(=O)c2cc(NS(=O)(=O)c3ccc(F)cc3)ccc2O1	-185	-3	-12	27	-11	-2	2	-14
N#CCCN(C(=O)Nc1ccc(Cl)cc1)c1ccccc1	-2	-1	-23	.	6	.	8	-5
CC(C)n1nccc1N(Cc1ccc(Cl)cc1)S(=O)(=O)c1ccccc1	7	-2	-48	13	-2	-2	-2	-4
C[C@H](CO)N1C[C@H](C)[C@@H](CN(C)C)Oc2ccc(NC(=O)Nc3ccc(F)cc3)cc2CC1=O	-12	-10	-3	1	11	-3	0	2
CCOc1cccc(N(C(=O)C2COc3ccccc3O2)C(C(=O)NC2CCCCC2)c2ccc(O)cc2)c1 (configuration not stated)	.	-16	-7	25	.	.	.	24
CC1CCCC(C)N1S(=O)(=O)c1ccc(NC(=O)c2ccccc2C(=O)N2CCOCC2)cc1 (configuration not stated)	-5	-6	.	.	7	1	-1	.

structure	Statin myotox sup	ARNT-TACC3 inh	INS-1E GSIS act	PAX8 reporter	PGC1a acetyl inh	PglD inh	Cneo AK release	LGR2 antag
Cn1cnc(S(=O)(=O)N2C[C@@H](O)COC[C@@H]3O[C@@H](CC(=O)NCc4cccc(F)c4)CC[C@H]32)c1	-15	1	3	-9	-1	1	-2	-13
COc1ccc(N=C2S/C(=C\c3ccc(Cl)c([N+](=O)[O-])c3)C(=O)N2CCN(C)C)cc1	1	21	-24	6	-28	-2	9	?
O=C(c1cnccn1)N1CCN(c2ccccc2F)CC1	.	1	-1	2	.	.	.	14
c1ccc2[nH]c(SCc3cscn3)nc2c1	-1	-3	.	-74	2	-1	-1	.
O=C(Nc1ccc(-c2noc(-c3ccccc3F)n2)cc1)c1cccs1	10	-4	9	-92	-8	-2	0	-59
COC(=O)C1=C(CS(=O)(=O)c2ccccc2)NC(=O)NC1c1ccc(OC)c(OC)c1 (configuration not stated)	6	-5	2	3	14	-3	0	-11
Cc1oc(-c2cccc(Cl)c2)nc1CN1CCC(C(=O)NCCCN2CCCC2=O)CC1	11	-2	-3	-6	-11	-3	-1	2
COc1ccc(CCNC(=S)NNC(=O)c2c(Br)c(C)nn2C)cc1OC	6	7	22	-2	-7	4	2	-1
O=C(C[C@@H]1C[C@H]2c3cc(NC(=O)NC4CCCC4)ccc3O[C@H]2[C@@H](CO)O1)NCc1ccc(Cl)cc1	3	-5	-1	.	7	1	5	5
CCCCNC(=O)C1CC(=O)N(CCc2ccccc2)C1 (configuration not stated)	4	7	7	14	-12	.	.	3
CCCCNC(=O)Nc1cc(C(F)(F)F)c[nH]c1=O	6	-12	.	.	4	-5	4	.
CCN1CCN(CCCNC(=O)CCCn2nc(C)c3sc4ccccc4c3c2=O)CC1	-16	4	-6	-26	-8	1	-1	28
CS(=O)(=O)N1C[C@@H](O)COC[C@H]2O[C@@H](CC(=O)NCc3ccc(-c4ccccc4)cc3)CC[C@@H]21	16	8	-4	-8	1	2	-1	13
COc1c(Cl)cc(-c2noc(C)c2C(=O)NC(C)C)cc1Cl	-1	-1	14	6	3	0	4	-5
CCOC(=O)C1CN(S(=O)(=O)c2ccc(C)cc2)CCN1S(=O)(=O)c1ccc(C)cc1 (configuration not stated)	-22	-3	-17	.	-20	0	-3	13
Cn1[nH]c(-c2ccccc2)c(/C=N/O)c1=O	.	12	17	8	14	.	.	-15
N#Cc1ccccc1NC(=O)COC(=O)c1ccc2c(c1)OCCO2	0	1	.	.	.	-2	2	.
N#CCc1nn(Cc2ccc(F)cc2)c(=O)c2ccccc12	29	-12	26	5	1	6	-1	-3
Cc1ccc(S(=O)(=O)NC2(C(=O)O)CCCC2)cc1	.	-11	-5	-12	.	.	.	-2
N#C/C(=C/Nc1ccccc1F)S(=O)(=O)c1ccc(Cl)cc1	4	-10	-47	8	.	.	.	-6
CC12C(=O)N(c3ccccn3)C(=O)C1C1C=CC2C1 (configuration not stated)	10	31	28	-5	-8	3	0	-14

Record cards (already shown).
`CCN1CCN(CCCNC(=O)CCCn2nc(C)c3sc4ccccc4c3c2=O)CC1` is entered as Statin myotox sup: -16; ARNT-TACC3 inh: 4; INS-1E GSIS act: -6; PAX8 reporter: -26; PGC1a acetyl inh: -8; PglD inh: 1; Cneo AK release: -1; LGR2 antag: 28
`N#CCc1nn(Cc2ccc(F)cc2)c(=O)c2ccccc12` is entered as Statin myotox sup: 29; ARNT-TACC3 inh: -12; INS-1E GSIS act: 26; PAX8 reporter: 5; PGC1a acetyl inh: 1; PglD inh: 6; Cneo AK release: -1; LGR2 antag: -3

No enrichment for hits; 2.9% or so of the library scored in one or more.
